D1 agonist – human D1 receptor agonism; AID 504660; 360,000 tested, 1% active; HEK293 T-REx D1 cells, calcium flux, agonist mode; activation, % at 2 µM; in the data active means activation above about 30%; further: 0% is about no effect
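Inducible HEK293 T-REx D1 cells, force-coupled to calcium signalling, were plated at 4000 cells/well with tetracycline and held overnight at 30 C. After no-wash calcium dye loading, compound-evoked calcium rise over 180 s flagged agonists.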
D2 potentiator – positive allosteric modulators of human D2 dopamine receptor | P14416 | HEK293 T-REx D2, calcium flux, EC20 dopamine potentiation | potentiation, % at 10 µM | 340,000 tested, 0.34% active;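 active means potentiation over 3 SD above the plate norm, cut at about 30% in these data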; further: 0% is about no effect
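Primary screen. Calcium kinetics in induced HEK293 T-REx D2 cells: compound pre-addition 180 s, EC20 dopamine, 180 s more.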
D1 antagonist – human D1 dopamine receptor antagonism; P21728; HEK293 TREx D1 cells, calcium flux, dopamine EC80; hits give low values; activity change, negative = inhibition, % at 10 µM; 360,000 tested, 3.2% active; AID 504652; in the data active means activity change below about -30%; further: on the % scale 0 is the no-effect control and ±100 the full control effect
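Using tetracycline-induced force-coupled D1 Hek293 cells and a calcium dye, signals were followed for 180 s after compound, then for 180 s after EC80 dopamine, to detect inhibitors.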
Glioma ERSR ind – inducers of ER stress response in human glioma cells; U87-MG GRP78 promoter luciferase reporter, 16 h; 420,000 tested, 0.02% active; AID 602332; Potency, µM, without a hit: at the top dose activation, hits mostly activators; further: potency means the concentration at half of the fitted maximal effect; series mostly up to about 76 µM; % of control where 0% means no effect; nearly all actives have a fitted effect of over 35% in size
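Stably transfected U87-MG glioma cells carrying a GRP78-based luciferase sensor; 16 h compound incubation. Luminescence end-point read 10 min after Bright-Glo addition at room temperature.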
RXFP1 agonist – activates the human relaxin receptor RXFP1. Potency, µM (doses to about 57.5 µM), without a hit: at the top dose activation, usual class: activators. HEK293T-RXFP1 cAMP TR-FRET, 30 min; response scale: percent of porcine relaxin response, buffer zero. 370,000 tested, 0.3% active. Q9HBX9. AID 2676; further: potency means the concentration at half of the fitted maximal effect; on the % scale 0 is the no-effect control and ±100 the full control effect; nearly all actives have a fitted effect of over 60% in size; many of its hits are not listed in these tables
Target sequence (Q9HBX9 whole entry, looked up): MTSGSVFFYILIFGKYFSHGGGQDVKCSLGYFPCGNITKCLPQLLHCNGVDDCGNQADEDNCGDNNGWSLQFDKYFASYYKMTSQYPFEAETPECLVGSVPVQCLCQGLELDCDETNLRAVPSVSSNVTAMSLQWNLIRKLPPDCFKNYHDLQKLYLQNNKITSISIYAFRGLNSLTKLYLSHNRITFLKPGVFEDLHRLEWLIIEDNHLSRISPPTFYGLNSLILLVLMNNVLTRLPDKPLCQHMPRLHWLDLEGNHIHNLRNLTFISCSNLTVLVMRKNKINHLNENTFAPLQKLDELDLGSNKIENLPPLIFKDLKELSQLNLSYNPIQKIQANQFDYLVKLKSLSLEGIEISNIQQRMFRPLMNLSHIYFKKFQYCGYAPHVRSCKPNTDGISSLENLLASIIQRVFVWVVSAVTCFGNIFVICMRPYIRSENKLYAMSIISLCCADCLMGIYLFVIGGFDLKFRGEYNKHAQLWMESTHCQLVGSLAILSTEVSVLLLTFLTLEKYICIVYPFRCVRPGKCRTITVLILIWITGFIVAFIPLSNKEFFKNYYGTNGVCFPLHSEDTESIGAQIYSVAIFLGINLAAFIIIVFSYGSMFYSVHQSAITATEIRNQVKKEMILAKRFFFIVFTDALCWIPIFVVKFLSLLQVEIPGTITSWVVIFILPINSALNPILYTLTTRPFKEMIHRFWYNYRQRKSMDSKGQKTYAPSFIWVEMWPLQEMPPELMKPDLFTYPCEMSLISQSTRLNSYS
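cAMP rise read by TR-FRET after 30 min, 37C compound exposure (up to 58 uM) in RXFP1-transfected HEK293 cells with Ro 20174 present. EC50 from Hill-equation fits, with 29 nM porcine relaxin as 100% and buffer as basal.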
Vif-APOBEC3F blk – Vif-A3F binding inhibition; HeLa A3F-eYFP + Vif (tagged APOBEC3F with the HIV-1 protein that degrades it), YFP fluorescence increase; Potency, µM (titrated, usually from 46.1 µM), for inactives: at the highest dose activity, negative = active; 390,000 tested, 0.2% active; AID 602313; further: potency means the concentration at half of the fitted maximal effect; % of control where 0% means no effect; nearly all actives have a fitted effect of over 65% in size
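Fluorescence increase (Ex 488/Em 500-530) after overnight compound treatment at 37 deg C flags inhibition of Vif-driven A3F-eYFP loss in stable HeLa A3F-eYFP/Vif cells seeded overnight beforehand.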
Vif-A3G inh – Vif-A3G binding inhibition; HeLa A3G-eYFP + Vif (tagged APOBEC3G with the HIV-1 protein that degrades it), YFP fluorescence, overnight; AID 602310; Potency, µM (titrated, usually from 46.1 µM), without a hit: top-dose activity, negative = active, usual class: inhibitors; Q9HC16; 410,000 tested, 0.076% active;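 further: potency means the concentration at half of the fitted maximal effect; on the % scale 0 is the no-effect control and ±100 the full control effect; nearly all actives have a fitted effect of over 60% in size; hits raise eYFP signal because A3G escapes Vif-driven loss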
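HeLa cells stably expressing Vif and C-terminally eYFP-tagged A3G, seeded overnight at 37 deg C, then exposed to compound by pintool overnight at 37 deg C. Rise in yellow fluorescence (Ex 488/Em 500-530, Acumen) marks blocked Vif-driven A3G degradation.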
D1 potentiator – potentiators of human D1 dopamine receptor; P21728; HEK293 TREx D1 cells, calcium flux, dopamine EC20 potentiation; potentiation, % at 10 µM; 360,000 tested, 0.036% active; AID 504651; in the data active means potentiation above about 30%; further: 0% is about no effect
LDHA block – blocks human lactate dehydrogenase A | purified LDHA, NADH/diaphorase-resazurin fluorescence; hits give low values | activity change, % (values are at about 110 or 230 µM) | 480,000 tested, 0.15% active | AID 1347041; in the data active means activity change below about -30%; inconclusive means mostly about -25% to -30%;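 further: plate controls were DMSO wells for no effect and wells without enzyme for full effect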
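Human LDH5 at 2 nM final in Tris HCl pH 7.4 with 0.06 mM NADH and 0.2 mM pyruvate, reacted 5 minutes at room temperature. Remaining NADH coupled via diaphorase/resazurin; resorufin fluorescence read at 0 and 20 minutes, normalized to enzyme-free and DMSO wells.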
Numbers without * were called inactive; ? = inconclusive; nt = no result given; [ ] = dose if it differs, or a comment. Unless noted, the call rests on the fitted dose curve; in most records, active means well fitted curve in the direction sought with a large enough effect; inconclusive means small, poorly fitted or top-dose-only effect, or another doubt; inactive means no such curve, though single readings can be large; an effect the other way counts as inactive or inconclusive. Only part of the results is shown, so the mix of outcomes need not match the whole.

Second line of a record: Vif-APOBEC3F blk, D1 antagonist, RXFP1 agonist, Glioma ERSR ind, D2 potentiator, Vif-A3G inh, D1 agonist, LDHA block, D1 potentiator
- Cc1ccc(NC(=O)Cn2c(SCc3cccc(F)c3)nc3ccncc32)c(C)c1
→ 0.4%, 7.1, 7.4%, -0.7%, -4.2, -1.4%, 4.7, -1.3, -2.6
- Cc1cccc(N2C(=O)CS(=O)(=O)C23C(=O)N(C)c2ccccc23)c1 (stereo not given)
→ 4.7%, 4.8, -0.3%, -3.5%, 0.1, -0.2%, 2.1, -2.4, -1.1
- Clc1ccc(CSc2ncnc3c2ncn3C2CCCCO2)cc1 (stereo not given)
→ 1.3%, nt, nt, 6.9%, nt, 4.7%, nt, 1.4, nt
- C/C(=N\NC(=O)c1ccncc1)c1ccc(N2CCOCC2)cc1
→ 0.0%, 17.3, -3.3%, 6.0%, 3.9, 0.8%, 3.0, -6.0, -0.9
- CCCNNC(=O)C(O)(c1ccccc1)c1ccccc1
→ -13.4%, 6.4, -1.0%, -2.4%, 6.7, -4.5%, 1.5, -3.3, 2.3
- CN1C(C(=O)N2CCc3ccccc3C2)=CC(c2ccc(F)cc2)=NS1(=O)=O
→ -0.2%, -9.2, 3.8%, -3.3%, -2.8, -0.2%, 7.0, -2.6, 1.3
- Cc1ccc(-c2nnn(CC(=O)N(Cc3cccs3)C(C(=O)NCC3CCCO3)c3ccco3)n2)o1 (stereo not given)
→ -10.1%, -48.4*, 0.3%, -1.3%, 8.8, -0.8%, 14.3, -5.4, -9.2
- O=C1c2ccccc2C(=O)N1CCCC[C@]12Cc3ccccc3C(O1)c1c(c3ccccc3oc1=O)O2
→ nt, -5.9, 1.7%[11.5 µM], nt, nt, nt, 1.1, nt, -6.3
- CCOC(=O)CCCCCCCCC(=O)Nc1ccc(-n2[nH]c(=O)cc2C)cc1
→ 14.1%, nt, nt, -1.3%, nt, 0.9%, nt, 3.8, nt
- Cc1cc(CN2C(=O)c3ccccc3C2=O)no1
→ 1.0%, -3.9, -0.5%, -4.4%, -1.0, 0.0%, 1.3, 0.5, -0.9
- COc1cc2c(=O)n(Cc3ccccc3)c(=O)n(CC(=O)NCc3ccco3)c2cc1OC
→ 0.0%, 13.2, 1.2%, -3.1%, -1.6, -0.7%, -2.7, -5.8, 4.0
- Cc1ccc(-c2nc3c4ccccc4n(CC(=O)N4CCN(c5ccccc5F)CC4)c(=O)n3n2)cc1
→ 0.8%, nt, 7.5%, -2.9%, -2.4, -1.7%, -1.8, -7.1, 0.1
- COc1cc(C(=S)NCc2ccccc2)cc(Br)c1O
→ 3.8%, 2.0, 0.2%, 1.3%, 3.7, -4.1%, 1.7, -1.2, -8.2
- Cc1ccc(-n2c(N)c(C(=O)Nc3c(C)n(C)n(-c4ccccc4)c3=O)c3nc4ccccc4nc32)cc1C
→ nt, 1.9, 0.2%, nt, -7.6, nt, 2.8, nt, -5.6
- COC(=O)c1c(NC(=O)CCCOc2ccc(C)cc2)sc2c1CCCC2
→ 2.1%, -5.6, 0.7%, -2.9%, -4.1, -2.0%, -0.9, -2.5, 3.1

In the list so far, 2 have an aryl thioether with sulfur outside any ring:
Second line of a record: Vif-APOBEC3F blk, D1 antagonist, RXFP1 agonist, Glioma ERSR ind, D2 potentiator, Vif-A3G inh, D1 agonist, LDHA block, D1 potentiator
- Cc1ccc(NC(=O)Cn2c(SCc3cccc(F)c3)nc3ccncc32)c(C)c1
→ 0.4%, 7.1, 7.4%, -0.7%, -4.2, -1.4%, 4.7, -1.3, -2.6
- Clc1ccc(CSc2ncnc3c2ncn3C2CCCCO2)cc1 (stereo not given)
→ 1.3%, nt, nt, 6.9%, nt, 4.7%, nt, 1.4, nt

(next part)
Second line of a record: Vif-APOBEC3F blk, D1 antagonist, RXFP1 agonist, Glioma ERSR ind, D2 potentiator, Vif-A3G inh, D1 agonist, LDHA block, D1 potentiator
- Cn1ccnc1C1CCCCN1Cc1nc(-c2ccc(Cl)cc2)no1 (stereo not given)
→ -0.6%, -0.9, -3.5%, -3.7%, 10.7, 1.0%, 2.5, -9.5, 5.0
- COc1ccc(NCc2ccc3c(c2)OCO3)cc1Cl
→ -4.0%, -9.0, 1.8%, 2.4%, 1.2, 1.1%, 0.6, 6.0, -2.7
- Cc1ccc(C)c(N2CCN(CCCNC(=O)Nc3ccc(Cl)cc3)CC2)c1
→ 10.1%, -58.4*, 0.4%, -5.8%, -26.1, -3.6%, 65.5*, -10.2, -1.9
- COc1ccccc1N1CCN(C2CCN(S(=O)(=O)c3ccc(NC(C)=O)cc3)CC2)CC1
→ -8.6%, -26.0, -3.0%, -5.3%, -15.7, -0.3%, 3.0, -5.9, -4.8
- Cc1ccc(N2C(=O)c3ccccc3C2C(=O)c2cc(C)ccc2O)cc1 (stereo not given)
→ 3.9%, -9.5, 3.5%, 5.9%, 7.6, 4.3%, 0.0, 7.1, -7.5
- CCn1c(SC)nnc1C1CCN(S(=O)(=O)c2ccc(OC)cc2)CC1
→ -7.0%, -11.9, 0.9%, -3.3%, 16.8, 2.1%, 0.9, -10.6, -0.3
- Cn1c(=O)n(C/C=C/c2ccccc2)c(=O)c2c1nc1n2CCN1c1ccc(F)cc1
→ -0.2%, -5.8, 1.2%, -1.0%, 4.9, 4.4%, -0.3, -0.8, -2.5
- O=C1CCCc2ccccc2N1Cc1ccc(Cl)cc1Cl
→ -6.8%, 60.9, 0.3%, -3.3%, nt, -8.0%, 34.5*, -0.5, -2.5
- COc1ccc(C(=O)N2CCC(n3nnc4cc(F)ccc43)CC2)cc1OC
→ 9.1%, -3.3, -2.4%, -6.7%, nt, 3.3%, -0.4, -1.8, -2.6
- COc1ccc(CSc2nc3ncccc3[nH]2)cc1
→ 1.7%, 0.5, 3.8%, -4.7%, 0.1, 1.3%, 0.8, -2.8, -2.2
- CCc1ccc(NC(=O)CN(c2ccc3c(c2)OCO3)S(=O)(=O)c2c(C)noc2C)cc1
→ -12.5%, -3.4, 2.5%, -9.8%, 10.0, 1.5%, 5.4, -1.8, -6.8
- COc1cc(C(=O)NC(C)Cc2cccs2)cc(OC)c1OC (stereo not given)
→ 9.2%, -1.6, 0.1%, -1.6%, 3.1, -0.6%, 1.5, -7.0, -0.8
- Cc1ccc(-n2[nH]c(C)c(/C=N/N3C(=O)c4cccc5cccc(c45)C3=O)c2=O)cc1
→ ?, 7.6, 1.4%, -1.6%, 0.4, 2.4%, 19.1, 3.2, -2.2
- COc1ccc(C2=NN(C(=O)c3ccco3)C(c3ccco3)C2)cc1OC (stereo not given)
→ -14.8%, -6.7, 3.9%, 3.5%, 22.7, -1.9%, 0.9, -2.9, -6.0
- Cc1cc(NC(=O)CCN2C(=O)/C(=C\c3ccccc3)SC2=S)no1
→ -7.5%, 4.0, -1.3%, -6.5%, -3.0, -3.5%, 11.0, -5.7, -11.3
- CCOC(=O)c1ccc2nc(NC(NC(C)=O)(C(=O)OC)C(F)(F)F)sc2c1 (stereo not given)
→ 0.2%, -21.0, 0.1%, 0.4%, -4.7, -3.0%, 0.7, -4.2, -6.5
- CCOC(=O)CCCNC(=O)CCNC(=O)c1ccc(OCC)cc1
→ -3.1%, -5.1, -0.2%, 0.6%, 28.5, -0.9%, -1.5, -13.8, -1.0
- COc1ccc(OCCCC(=O)Nc2cccc(SC)c2)cc1
→ 2.4%, -73.4*, -0.8%, -4.5%, nt, 0.2%, 1.9, -9.6, 7.7
- CC1CCN(S(=O)(=O)c2ccc3c(c2)c(=O)c(C(=O)NC(C)c2ccccc2)cn3C)CC1 (stereo not given)
→ 2.2%, -6.5, 3.6%, -2.0%, 3.0, 2.1%, -0.3, -5.0, 7.5
- C/C=C/c1ccc(OCCN2CCc3ccccc3C2)c(OC)c1
→ 4.9%, -23.9, -0.1%, -3.2%, -31.2, -1.8%, -0.7, -8.1, -13.9
- O=C(CSc1ncccn1)NC1CCS(=O)(=O)C1 (stereo not given)
→ 5.6%, 5.1, -0.5%, -2.3%, 6.4, 3.0%, 4.7, -9.4, 7.5
- O=C(O)CS(=O)(=O)c1ccc(Oc2ccc(S(=O)(=O)CC(=O)O)cc2)cc1
→ -15.1%, 5.0, 2.1%, -0.9%, 12.4, -3.8%, 4.7, 2.2, 9.8
- CCCCC(CC)CNC(=O)Cn1c(=O)[nH]c2ccsc2c1=O (stereo not given)
→ 1.1%, 12.9, 1.4%, -2.5%, -4.7, -0.8%, 0.4, -2.6, 4.5
- COc1ccc(C(=O)CN2CCN(c3ccc(Cl)cc3)CC2)cc1OC
→ 6.9%, -12.9, 0.7%, -1.3%, -3.9, -1.6%, 4.7, -3.0, 21.9
- CCN1CCCC1CNCc1ccc(Cl)cc1Cl (stereo not given)
→ 5.9%, 0.6, 0.1%, -4.0%, -12.1, -0.6%, 1.5, -16.0, -5.1
- Cn1cccc1C(=O)OCC(=O)NCc1ccc2c(c1)OCO2
→ -17.5%, -17.8, 0.6%, 4.2%, -3.0, 2.5%, 1.1, -1.2, -3.5
- N#CCN1CCCC(C(N)=O)C1 (stereo not given)
→ 0.5%, 24.5, 0.2%, -1.4%, -1.6, 0.6%, 3.2, -0.7, 9.4
- COc1ccc(NC(=O)c2onc(C)c2Cl)cc1
→ -1.0%, 11.9, -2.4%, 4.2%, 1.1, -4.6%, 2.4, -3.8, -0.7
- COC(=O)C1=C(C(=O)OC)[C@@H]2N(C)c3ccc(OC)cc3[C@@]23C[C@@H](C(=O)OC)N=C3N1
→ -1.0%, -19.5, 0.1%, -4.9%, 11.1, 4.6%, 0.8, 4.8, 8.6
- COc1ccc(CCOC(=O)CNC(=O)c2ccc(Cl)cc2Cl)cc1
→ -10.0%, -1.7, -1.6%, -3.5%, 14.2, -1.8%, 2.9, -4.1, -0.7
- Cc1ccccc1-c1nc(CNC(=O)NC2CCCCC2)c(C)o1
→ 1.6%, 2.7, -1.2%, -2.6%, -0.5, -3.8%, 4.1, -6.9, -0.3

Compound activity (PubChem)
